# SF1 activator = activators of human nuclear receptor SF-1; Q13285; CHO-K1 Gal4-SF-1 LBD luciferase reporter; % increase over DMSO SF-1-specific signal; activation, % at 10 µM; 1.9% of 65,000 active;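 active = activation above the mean activation of all tested compounds plus 3 SD, cut at about 50% in these data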
# Target sequence (Q13285 whole entry, looked up, the tested form may be a part): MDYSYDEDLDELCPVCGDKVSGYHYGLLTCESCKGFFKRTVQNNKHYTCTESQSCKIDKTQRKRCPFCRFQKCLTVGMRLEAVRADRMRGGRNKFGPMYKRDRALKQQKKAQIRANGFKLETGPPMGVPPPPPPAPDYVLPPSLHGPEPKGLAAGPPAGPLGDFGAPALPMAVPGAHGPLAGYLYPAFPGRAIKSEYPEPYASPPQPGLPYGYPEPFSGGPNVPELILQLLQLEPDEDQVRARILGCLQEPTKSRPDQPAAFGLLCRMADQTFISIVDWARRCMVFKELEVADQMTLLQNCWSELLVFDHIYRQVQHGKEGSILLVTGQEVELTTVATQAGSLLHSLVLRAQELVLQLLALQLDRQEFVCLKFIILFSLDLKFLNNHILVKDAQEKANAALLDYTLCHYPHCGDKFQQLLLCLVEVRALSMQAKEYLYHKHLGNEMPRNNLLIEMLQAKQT
#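 Test system: CHO-K1 cells co-transfected with Gal4 DBD–human SF-1 LBD, 5xGal4 luciferase reporter. Quantity: 4,000 cells per well. Compound: 10 µM only. Incubation: compound added 1 h post-seeding, 20 h exposure at 37 °C, 5% CO2. Detection: SteadyLite luciferase luminescence. Replication: one test per compound.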
# E coli RNAP = blocks E. coli RNA polymerase transcription; P0A8V2; fluorescence transcription assay; inhibition, %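 (tested at 10 µM)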; 0.2% of 62,000 active; in the data active = inhibition above about 20%;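 also: 0% = enzyme without compound and 100% = no enzyme blank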
# RORa activator = activators of human nuclear receptor RORA; P35398; CHO-K1 Gal4-RORA LBD luciferase reporter, luminescence; percent increase over mock-subtracted basal signal; activation, % at 10 µM; 1.5% of 65,000 active; AID 560;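 active = activation above the mean of all tested compounds plus 3 SD, cut at about 49% in these data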;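 also: 0% = DMSO-treated RORA cells and 100% = added signal equal to DMSO minus mock-transfected cells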
# M1 ag = activates the M1 muscarinic receptor | 3% of 64,000 active | AID 626 | B-score at 10 µM | CHO-M1 cells, Fluo-4 calcium fluorescence, agonist mode; hits give high values;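 active = fluorescence rise, raw or as B-score row- and column-corrected plate score, outside the 99.7% band of its plate's samples, either direction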
# Fluor 339 460 = intrinsic fluorescence of library compounds, ex339/em460 – biochemical, MLSMR library, data from DPM-DC assay, artefact control, profiling panel. fluorescence fold increase at 10 µM. 5.5% of 65,000 active. compound autofluorescence, ex339/em460 nm, NADH buffer; hits give high values; 1 = no-compound wells, NADH background;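 active = at 10 µM, mean starting fluorescence two-fold or more over control wells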;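 also: signal is the first read of a kinetic run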
# NADH enzymes = inhibition of NAD/NADH coupling enzymes, library profiling; IC50, µM (titrated, usually from 10 µM), without a hit: at the top dose inhibition; AID 774; coupled PK/LDH NADH assays, four targets; 0.02% of 65,000 active;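 active = single-dose screening hits from any of four coupled enzyme assays that gave an IC50 when retested across doses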;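 also: the DPM-DC format reads NADH fluorescence rather than 340 nm absorbance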
# Ecoli tolC = E. coli tolC mutant growth inhibition; growth inhibition, % at 10 µM (by protocol); E. coli BW25113 tolC mutant growth, OD615; AID 573; 2.2% of 65,000 active;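 active = growth inhibition at or above a cutoff equal to the mean over every tested compound plus 3 SD, cut at about 60% in these data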;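 also: growth measured after 20 h incubation at 37 °C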
#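 Test system: tolC-deleted E. coli BW25113 | Medium: LB with kanamycin 50 µg/mL | Compound dosing: Single concentration, 10 µM final per compound | Schedule: 37 °C, 20 h exposure | Measured by: OD at 615 nm | Evaluation: Percent growth inhibition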
# M1 antagonist = blocks the rat M1 muscarinic receptor response to acetylcholine; AID 628; CHO-M1 cells, Fluo-4 calcium, ACh EC80 antagonist mode; hits give low values; P08482; 3.4% of 64,000 active; B-score at 10 µM;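 active = calcium fluorescence response, raw or row-and-column corrected B-score, differing from the plate sample mean either way at a set confidence level, mostly lower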
# TNAP act DEA = activators of human TNAP at intermediate phosphate acceptor | purified TNAP, CDP-star luminescence, 100 mM DEA, 30 min; hits give high values; scale: 0 levamisole-inhibited, 1 vehicle-only enzyme | 64,000 tested, under 10 active | activation factor at 20 µM | P05186;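 active = activation factor of at least 2 at 20 µM, relative to controls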
# Target sequence (P05186 whole entry, looked up): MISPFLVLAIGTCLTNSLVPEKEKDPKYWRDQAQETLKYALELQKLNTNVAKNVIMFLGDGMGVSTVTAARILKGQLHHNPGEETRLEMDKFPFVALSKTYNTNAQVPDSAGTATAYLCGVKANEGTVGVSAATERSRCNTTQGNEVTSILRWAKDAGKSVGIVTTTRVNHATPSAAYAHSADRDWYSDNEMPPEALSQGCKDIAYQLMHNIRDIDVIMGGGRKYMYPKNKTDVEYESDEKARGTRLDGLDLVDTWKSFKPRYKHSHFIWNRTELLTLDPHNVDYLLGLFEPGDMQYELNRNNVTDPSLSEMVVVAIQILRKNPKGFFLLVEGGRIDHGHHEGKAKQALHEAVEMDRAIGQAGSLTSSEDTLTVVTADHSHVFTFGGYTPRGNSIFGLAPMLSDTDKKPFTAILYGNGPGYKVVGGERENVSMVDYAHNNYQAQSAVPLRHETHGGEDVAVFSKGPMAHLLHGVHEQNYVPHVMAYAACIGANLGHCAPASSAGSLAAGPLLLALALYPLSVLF
# * = called active by the depositor; x = not tested or not shown; [ ] = dose if it differs, or a comment. Outcome played no part in choosing rows. Share with any hit: about 15%.
SMILES,SF1 activator,E coli RNAP,RORa activator,M1 ag,Fluor 339 460,NADH enzymes,Ecoli tolC,M1 antagonist,TNAP act DEA
Cc1cc2c(C)nc(Cc3ccccc3)nc2o1,0,7,-9,-0.35,1.1,2%,-2,-0.18,0.9
CCC(=O)c1ccc(OCCn2cncn2)cc1,-6,3,-13,0.58,1,0%,-15,1.7,0.8
Nc1cc(-c2ccccc2)ccc1O,2,6,36,0.085,1.3,12%,-14,0.19,0.9
N#Cc1c(-c2ccco2)cc(C2CC2)nc1N,2,-2,-10,0.28,2.3*,12%[fluoresces],14,0.3,1
O=C(C1CCCO1)N1CCN(c2c3c(nc4cc(-c5ccc(F)cc5)nn24)CCC3)CC1 (stereo not drawn),5,10,15,1.2,1.7,11%,4,-3.6*,0.9
Cn1c(SCC(=O)NCc2ccccc2)nnc1C1CC1,3,7,4,-0.13,1.1,6%,-18,0.22,0.9
Clc1cc(Br)ccc1OCCOCCN1CCOCC1,-3,-3,-12,0.034,1.1,15%,8,-0.73*,0.9
CCOC(=O)Nc1nnc(-c2ccc(OC)c(OC)c2)s1,-4,-5,-3,-0.019,3.7*,11%[fluoresces],18,0.27,0.9
CCOc1ccccc1NC(=O)CC1Nc2cc(C)c(C)cc2NC1=O (stereo not drawn),2,-2,10,-2.3*,1.6,2%,58,-2.6*,0.9
C#CCN1C(=O)C2C(C(=O)NC)C3C=CC2(O3)C1C(=O)NCc1ccc(OC)cc1 (stereo not drawn),1,10,-25,0.9,1.1,2%,-19,-0.057,0.9
O=C(Cn1ncc2c(=O)oc3ccccc3c21)NCCN1CCN(c2ccccc2F)CC1,-4,-1,5,0.023,1.1,6%,-4,-0.12,1
COc1cc(S(=O)(=O)N2CCN(c3ccccc3F)CC2)c(OC)cc1Cl,-2,x,-20,0.22,1.2,3%,48,1.7,x
O=c1cc(Nc2ccc3c(c2)OCCO3)[nH]c(=O)n1-c1ccc(Br)cc1,-1,x,-18,0.25,1.1,2%,18,-0.44,x
Cc1nn(C)c(C)c1S(=O)(=O)N1CCC(C(=O)NC(C)c2ccccc2)CC1 (stereo not drawn),-12,-3,-27,0.26,1.1,2%,-3,0.043,0.9
CCCn1nc(NC(=O)CC(C)C)c2cc3ccccc3nc21,-1,2,9,0.65,1.5,4%,0,-0.85,1
Cc1cc2ccccc2n1CCNC(=O)C(C)(C)C,-20,8,-24,-0.9,1,2%,-7,-0.86,1
CCCN(Cc1cc2cc(C)ccc2[nH]c1=O)S(C)(=O)=O,7,4,6,x,1.7,0%,-2,x,0.9
CCc1nnc(NC(=O)CSc2nnc(-c3ccc(OC)cc3)n2C)s1,-4,9,-7,0.23,1,2%,-19,-0.034,0.9
O=C(NCc1ccccc1)N(Cc1nc2ccccc2c(=O)[nH]1)C1CCCC1,17,-4,4,4.2*,3.8*,8%[fluoresces],1,-0.3,0.9
O=C(CCn1c(=O)oc2ccccc21)N(Cc1ccccc1)c1ccccn1,-8,x,-15,-0.13,1.1,6%,-6,-0.54,x

# Among those listed so far, 2 contain an aryl thioether with sulfur outside any ring.
SMILES,SF1 activator,E coli RNAP,RORa activator,M1 ag,Fluor 339 460,NADH enzymes,Ecoli tolC,M1 antagonist,TNAP act DEA
Cn1c(SCC(=O)NCc2ccccc2)nnc1C1CC1,3,7,4,-0.13,1.1,6%,-18,0.22,0.9
CCc1nnc(NC(=O)CSc2nnc(-c3ccc(OC)cc3)n2C)s1,-4,9,-7,0.23,1,2%,-19,-0.034,0.9

# Already shown: 5 of the compounds above.
SMILES,SF1 activator,E coli RNAP,RORa activator,M1 ag,Fluor 339 460,NADH enzymes,Ecoli tolC,M1 antagonist,TNAP act DEA
CCCn1nc(NC(=O)CC(C)C)c2cc3ccccc3nc21,-1,2,9,0.65,1.5,4%,0,-0.85,1
Cc1cc2ccccc2n1CCNC(=O)C(C)(C)C,-20,8,-24,-0.9,1,2%,-7,-0.86,1
CCCN(Cc1cc2cc(C)ccc2[nH]c1=O)S(C)(=O)=O,7,4,6,x,1.7,0%,-2,x,0.9
CCc1nnc(NC(=O)CSc2nnc(-c3ccc(OC)cc3)n2C)s1,-4,9,-7,0.23,1,2%,-19,-0.034,0.9
O=C(NCc1ccccc1)N(Cc1nc2ccccc2c(=O)[nH]1)C1CCCC1,17,-4,4,4.2*,3.8*,8%[fluoresces],1,-0.3,0.9

# By substructure, those above with an NH in an aromatic ring
SMILES,SF1 activator,E coli RNAP,RORa activator,M1 ag,Fluor 339 460,NADH enzymes,Ecoli tolC,M1 antagonist,TNAP act DEA
O=c1cc(Nc2ccc3c(c2)OCCO3)[nH]c(=O)n1-c1ccc(Br)cc1,-1,x,-18,0.25,1.1,2%,18,-0.44,x
CCCN(Cc1cc2cc(C)ccc2[nH]c1=O)S(C)(=O)=O,7,4,6,x,1.7,0%,-2,x,0.9
O=C(NCc1ccccc1)N(Cc1nc2ccccc2c(=O)[nH]1)C1CCCC1,17,-4,4,4.2*,3.8*,8%[fluoresces],1,-0.3,0.9

# 3 structures already listed, ordered by count of non-hydrogen atoms, lowest first:
SMILES,SF1 activator,E coli RNAP,RORa activator,M1 ag,Fluor 339 460,NADH enzymes,Ecoli tolC,M1 antagonist,TNAP act DEA
Cc1cc2c(C)nc(Cc3ccccc3)nc2o1,0,7,-9,-0.35,1.1,2%,-2,-0.18,0.9
CCCN(Cc1cc2cc(C)ccc2[nH]c1=O)S(C)(=O)=O,7,4,6,x,1.7,0%,-2,x,0.9
O=C(NCc1ccccc1)N(Cc1nc2ccccc2c(=O)[nH]1)C1CCCC1,17,-4,4,4.2*,3.8*,8%[fluoresces],1,-0.3,0.9

# (listing goes on)
SMILES,SF1 activator,E coli RNAP,RORa activator,M1 ag,Fluor 339 460,NADH enzymes,Ecoli tolC,M1 antagonist,TNAP act DEA
COC(=O)c1sccc1NC(=O)c1ccco1,-2,9,-2,0.3,1,2%,9,0.2,0.9
O=C(CN1CCN(Cc2ccc(F)cc2Cl)C1=O)NCCCN1CCOCC1,-12,11,-8,0.2,1,1%,-7,0.022,0.8
CCOc1ccc(C2=Nn3c(nnc3-c3ccccn3)SC2)cc1,12,0,0,1.4,1.1,1%,21,-3.2*,0.9
CCCCn1cc(C(C)(C)C)c(C#N)c1NC(C)=O,18,6,11,-0.11,1.2,0%,-6,0.5,0.9
CCOc1ccc(OCCSc2nc(C)cc(=O)[nH]2)cc1,1,x,18,-0.053,1.1,8%,0,-0.12,1
C[C@]12CC[C@@H]3c4ccc(O)cc4CC[C@H]3[C@@H]1CC[C@@H]2OC(=O)CCC(=O)O,10,10,-21,-0.84,1.1,4%,10,0.76,0.9
CCOC(=O)C1C(=O)CC(=O)CC1CC(C)SCC (stereo not drawn),-6,-11,-6,1.1,1.1,6%,-8,0.28,1
COc1ccc(OC)c(-n2cnnn2)c1,21,5,10,-0.042,1.1,6%,x,0.65,0.9
COCCn1nnnc1C(c1ccccc1)N1CCN(Cc2ccc3c(c2)OCO3)CC1 (stereo not drawn),10,4,-8,-0.35,1,8%,-3,-0.19,1
CCOc1ccc(NC(=O)Nc2ccc3c(c2)nnn3C)cc1,21,-3,12,1.8,1.1,5%,-5,-0.22,0.9
O=C1CCCc2c1[nH]c1ccccc21,14,2,17,-0.2,1.2,5%,-1,1.3,0.8
COC(=O)C1=C(N)Oc2cc(C)[nH]c(=O)c2C1c1cc(OC)c(OC)c(OC)c1 (stereo not drawn),-8,2,-10,0.92,1.1,0%,-26,-0.088,0.9
Cc1nn(C)c(C)c1S(=O)(=O)N(CC(=O)Nc1ccc2c(c1)OCO2)c1ccc(C(C)C)cc1,-1,0,8,0.12,1,11%,-1,-0.25,0.9
CCN(CC(=O)Nc1ccc2c(c1)OCCO2)C(=O)C1CCCCC1,-1,8,6,0.32,1.1,8%,0,-0.45,0.9
CCOC(=O)c1[nH]c2ccc(F)cc2c1NC(=O)CN1CCN(C/C=C/c2ccccc2)CC1,10,0,14,-0.012,2.6*,8%,98*,-1.9,0.9
Cc1ccc(-n2ncc3c(NCCCN4CCOCC4)ncnc32)c(C)c1,-10,8,8,-0.35,1.1,3%,-16,0.033,1
Cc1oc(-c2ccc(F)cc2)cc1-c1nn2c(-c3ccco3)nnc2s1,-11,5,-6,0.16,1.2,7%,-12,0.013,0.9
O=C(NC1CCCCC1)c1sc(=S)n2c1[nH]c(=O)c1ccccc12,-11,1,5,2.6,1.1,3%,100*,-1.8*,1
Cc1ccc2c(c1)NCC(C(=O)NC1CCCCC1)O2 (stereo not drawn),-10,4,7,-0.58,1.1,4%,8,-0.019,0.9
CCOC(=O)C1CCN(C(c2cc(OC)c(OC)c(OC)c2)c2sc3nc(C)nn3c2O)CC1 (stereo not drawn),14,0,-1,-0.45,1.1,1%,-4,0.86,1
CCOC(=O)c1c(C)c(C(=O)N(C)C2CCCCC2)c(C)n1C,9,8,18,0.42,1.1,9%,6,0.6,1
CC1CC(C)CN(c2oc(-c3ccccc3Cl)nc2C#N)C1 (stereo not drawn),-25,-5,-23,0.74,3.2*,3%[fluoresces],-1,-0.35,1
COc1ccc(OCCNC(=O)c2ccccc2OCC(=O)N2CCCCC2)cc1,0,2,12,0.51,1.1,6%,12,-0.15,0.9
Cc1ccc(S(=O)(=O)N(C)CC(=O)NC2CCCC2)cc1,-13,10,3,-0.014,1.1,2%,-8,0.065,0.8
CC(C)Nc1nc(SCC(=O)Nc2ccccc2)nc(N2CCOCC2)n1,2,8,-5,-1.5,1.1,8%,22,0.66,1
Cc1nc2cc(-c3ccccc3)ccc2o1,-2,5,0,-0.32,1.1,1%,-7,-0.042,1
COc1ccc(C(=O)c2cn[nH]c2-c2cc(Cl)ccc2O)cc1,0,-14,8,0.15,1.1,3%,23,0.21,1
Cc1ccc(Nc2nc(N)nc(CN3CCN(Cc4ccc5c(c4)OCO5)CC3)n2)cc1Cl,-7,7,2,-0.23,1,5%,41,-0.063,0.9

# High-throughput results (PubChem BioAssay)
